CHRM1 antagonist: blocks human M1 muscarinic receptor; CHO-K1 hM1, Fluo-8 calcium fluorescence, ACh EC80 antagonist; inhibition, % at 3 µM; 360,000 tested, 1.3% active; AID 588852;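 active = percent inhibition above its own plate's cutoff, namely the mean of that plate's compound wells plus 3 SD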;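 note: peak over basal fluorescence ratio during 140 s after agonist addition; 0% = ACh EC80 plus DMSO and 100% = DMSO alone without agonist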
CHO-K1 Ca ag: counter-screen for M1 agonists: effect in parental CHO-K1 cells. AID 602248. 360,000 tested, 0.48% active. Fluo-8 calcium fluorescence; scaled to maximal ATP response, vehicle zero. activation, % at 3 µM; in the data active = activation above about 15%;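 note: untransfected CHO-K1 host cells lacking M1 receptor as counterscreen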
M1 PAM: human CHRM1 positive allosteric modulation | CHO-K1 hM1, Fluo-8 calcium fluorescence, ACh EC20; 0% = ACh EC20, 100% = maximal ACh | P11229 | AID 588819 | 360,000 tested, 0.088% active | activation, % at 3 µM; in the data active = activation above about 19%, passing the limit was not always enough
M1 ag: activates human CHRM1 receptor | P11229 | activation, % at 3 µM | 360,000 tested, 0.33% active | AID 588814 | CHO-K1 hM1, Fluo-8 calcium fluorescence, agonist mode; 0% DMSO, 100% acetylcholine EC100;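 active = activation above the run's mean compound activation plus 3 SD, cut at about 16% in these data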;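 note: peak over basal fluorescence ratio within a 140 s kinetic read after compound addition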
OXTR potentiator: potentiates the human oxytocin receptor response; P30559; CHO-OTR cells, Fluo-8 calcium fluorescence, potentiator mode; 0% = oxytocin EC15, 100% = EC100; activation, % at 3 µM; 320,000 tested, 0.061% active; AID 2445;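 active = activation above that plate's cutoff, the mean activation of tested compounds plus 3 SD, cut at about 6.6% in these data, passing the limit was not always enough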;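 note: 100% uses oxytocin at 75 nM as the full agonist control; some results filed as inactive read as strong as hits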
Target sequence (P30559 whole entry, looked up): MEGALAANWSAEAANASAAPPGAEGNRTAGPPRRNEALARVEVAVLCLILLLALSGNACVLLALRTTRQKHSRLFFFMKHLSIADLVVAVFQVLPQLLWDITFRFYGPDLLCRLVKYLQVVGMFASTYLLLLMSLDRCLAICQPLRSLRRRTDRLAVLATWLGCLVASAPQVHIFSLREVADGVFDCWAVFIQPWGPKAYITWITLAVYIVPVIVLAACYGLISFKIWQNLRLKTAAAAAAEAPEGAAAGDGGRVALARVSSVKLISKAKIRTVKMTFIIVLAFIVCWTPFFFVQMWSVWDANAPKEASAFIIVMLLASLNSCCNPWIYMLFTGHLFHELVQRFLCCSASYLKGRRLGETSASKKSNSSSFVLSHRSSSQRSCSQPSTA
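assay system = CHO-OTR cells, human receptor | schedule = compound 6 min at room temperature before oxytocin, 100 s read | detection = Fluo-8 intracellular calcium fluorescence, ex 470-495, em 515-575 nm | evaluation = normalized max/min fluorescence ratio, % activation | control set = EC15 oxytocin alone as 0%, 75 nM oxytocin (EC100) as 100%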
CHO-K1 Ca antag: M1 antagonist counterscreen hit in parental CHO-K1 cells; ATP-induced calcium, Fluo-8 fluorescence; AID 602250; 360,000 tested, 0.6% active; inhibition, % at 3 µM;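 active = inhibition above a per-plate cutoff, the plate's mean sample inhibition plus 3 SD, cut at about 24% in these data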;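 note: 0% = DMSO plus EC80 ATP and 100% = DMSO alone without ATP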
CHO parental Ca: counter-screen for OX1R antagonists: effect in parental CHO cells | AID 463079 | parental CHO-K1, ATP-induced calcium, Fluo-8 fluorescence | 330,000 tested, 0.63% active | inhibition, % at 5.6 µM;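 active = inhibition above that plate's mean sample inhibition plus 3 SD, cut at about 26% in these data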;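 note: 0% = ATP-challenged DMSO wells and 100% = DMSO wells without ATP; some compounds past the cut are filed as inactive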
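Assay system: parental CHO cells; Read-out basis: percent inhibition of ATP-evoked calcium rise, normalized to controls; Benchmarks: ATP and no-ATP DMSO wells; Compound dosing: single nominal dose of 5.6 µM per compound; Signal: Fluo-8 calcium dye fluorescence; Also added: ATP as calcium-mobilizing challenge; Repeats: singlicate.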
M4 ag: agonists of human muscarinic M4 receptor (CHRM4) | P08173 | CHO-K1 hM4/Gqi5, Fluo-8 calcium fluorescence; vehicle 0%, full acetylcholine response 100% | activation, % at 3 µM | 360,000 tested, 0.14% active | AID 624127;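 active = activation above the run mean over all test wells plus 3 SD, cut at about 32% in these data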;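 note: peak over basal fluorescence ratio per well then scaled between controls; 0% = DMSO wells and 100% = acetylcholine at EC100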
Target sequence (P08173 whole entry, looked up): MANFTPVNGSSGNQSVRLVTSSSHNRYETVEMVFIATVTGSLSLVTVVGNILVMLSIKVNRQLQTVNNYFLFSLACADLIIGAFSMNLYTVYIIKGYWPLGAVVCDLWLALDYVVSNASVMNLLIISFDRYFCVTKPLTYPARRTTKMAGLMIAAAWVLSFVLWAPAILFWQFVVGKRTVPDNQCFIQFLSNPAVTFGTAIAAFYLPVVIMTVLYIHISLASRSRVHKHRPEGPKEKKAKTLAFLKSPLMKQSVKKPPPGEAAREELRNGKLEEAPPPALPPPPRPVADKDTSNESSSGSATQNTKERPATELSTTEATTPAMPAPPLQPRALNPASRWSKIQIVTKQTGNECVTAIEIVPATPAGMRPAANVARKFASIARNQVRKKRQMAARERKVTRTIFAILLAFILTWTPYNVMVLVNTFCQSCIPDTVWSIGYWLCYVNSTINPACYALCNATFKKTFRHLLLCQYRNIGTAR
CHRM4 antagonist: CHRM4 antagonism in calcium assay | P08173 | CHO-hM4 cells, ACh EC80, Fluo-8 calcium fluorescence | inhibition, % at 3 µM | 360,000 tested, 0.73% active;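 active = inhibition above its plate's cutoff, the mean inhibition of sample wells plus 3 SD, cut at about 27% in these data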;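 note: 0% = acetylcholine EC80 with DMSO and 100% = DMSO without agonist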
Active calls of the source: *; · = no result given.

Fields: CHRM1 antagonist	CHO-K1 Ca ag	M1 PAM	M1 ag	OXTR potentiator	CHO-K1 Ca antag	CHO parental Ca	M4 ag	CHRM4 antagonist
> O=C(O)COc1c(Cl)cc(/C=C2/NC(=O)NC2=O)cc1Br
→ -9	-0.4	8	8	4	2	-9	0	-2
> Cc1ccc(S(=O)(=O)c2ncccc2[N+](=O)[O-])cc1
→ 9	0.7	-1	-5	-9	-4	28	1	15
> COc1ccc2sc(-c3ccccc3OC)c(-c3ccc(OCCN4CCCC4)cc3)c2c1
→ 4	4.9	-5	-5	-2	-5	5	8	9
> CC1C(=O)C(C)C(c2ccc3c(c2)OCO3)NC1c1ccc2c(c1)OCO2 (stereo unspecified)
→ -18	0.2	-6	-8	-7	-15	-17	-2	-11
> Fc1cccc2sc(Nc3nc4c(F)cccc4s3)nc12
→ -10	0.0	9	-3	5	-11	3	2	-12
> Cc1ccc(SC2=C(C(=O)O)CCCC2)cc1
→ -18	0.5	17	-2	-11	2	-8	0	-8
> CCCCC(=O)Nc1ccc(C(=O)Nc2ccc(S(=O)(=O)Nc3ccc(C)cc3)cc2)cc1
→ 10	0.7	-6	-6	-2	-7	-6	2	-6
> CCc1nc(Nc2ccccc2F)c2oc3ccccc3c2n1
→ 4	-1.8	0	-8	2	-25	-30	-2	-8
> Cc1noc(C)c1C(=O)OCC(=O)N1CCc2ccccc21
→ -7	0.4	9	-3	-5	-19	-4	-1	5
> COc1ccc(C(=O)CSc2nnc(CNc3ccc(C)cc3C)n2Cc2ccco2)cc1
→ -4	0.8	6	-2	-23	-10	2	3	-4
> CCN(C(=O)COC(=O)c1cccc(S(=O)(=O)NCc2ccccc2)c1)c1ccccc1
→ 0	2.0	1	0	·	-1	·	9	4
> COc1cc(NC(=O)CN(C)CCOc2ccccc2)c(C)cc1[N+](=O)[O-]
→ -2	4.4	1	-5	-14	-14	-8	7	4
> COc1ccccc1N(CCC#N)C(=O)CSc1nc(-c2ccccc2)cn1N
→ -7	0.8	7	4	-10	-6	-14	2	0
> CC(=O)c1ccc(N2CCN(c3ccc(S(=O)(=O)N4CCN(C)CC4)cn3)CC2)cc1
→ 3	0.7	6	0	-5	-7	14	3	-3
> O=C(NCCCN1CCC(Cc2ccccc2)CC1)C1CCN(S(=O)(=O)N2CCOCC2)CC1
→ -1	0.4	0	-5	·	-15	·	1	6
> Cc1ccc(-n2nnnc2SCc2nnc(-c3ccccc3Br)o2)c(C)c1
→ 8	6.5	-4	-3	-11	-4	25	3	1
> Cc1ccccc1OCC(=O)NC(C)c1ccccc1 (stereo unspecified)
→ -5	7.8	1	-5	·	-5	·	1	5
> COCCn1c(C)cc(C(=O)COC(=O)Cc2n[nH]c(=O)c3ccccc23)c1C
→ -15	2.1	21	0	·	-1	·	5	-9
> CCCn1c(N)c(C(=O)CSc2nc3ncc(Cl)cc3[nH]2)c(=O)[nH]c1=O
→ -7	0.2	5	-1	6	4	-1	1	-9
> Cc1c(CC(=O)NCCCCCC(=O)O)c(=O)oc2cc3occ(-c4ccccc4)c3cc12
→ 13	0.6	-3	-4	-19	-3	-3	2	-2
> O=C(CSc1nnc(Cc2ccccc2)n1-c1ccccc1)N1CCOCC1
→ -1	0.3	9	-1	-2	12	-6	0	-12
> CC(Oc1ccccc1)C(=O)N1CCC2(CC1)Oc1ccc(F)cc1C(=O)C21CC(c2ccccc2)=NO1 (stereo unspecified)
→ 12	2.8	-3	-6	-8	-3	-8	4	1
> O=C(NC(=S)N1CCCCCC1)c1ccc(Cl)cc1Cl
→ 19	4.8	-18	-6	-1	15	-5	18	3
> O=C(CCN1C(=O)[C@@H]2Cc3ccccc3CN2C1=O)N[C@H](C(=O)O)c1ccccc1
→ 2	0.1	3	-1	-2	-3	-6	0	-4
> O=C(Sc1nnc(-c2ccccc2)o1)N1c2ccccc2Sc2ccccc21
→ -12	3.3	5	-9	5	-10	-6	-2	7
> CC1CCCC(NC(=O)COC(=O)/C=C/c2ccco2)C1C (stereo unspecified)
→ -5	-0.5	3	-5	-5	-1	-10	0	-7
> O=C(O)c1ccc(CN2C(=O)c3cccc4c([N+](=O)[O-])ccc(c34)C2=O)cc1
→ 0	-0.1	7	-1	·	-12	·	1	-2
> O=C1CC(c2ccccc2)(c2ccccc2)c2ccccc21
→ -2	-0.1	-17	-8	·	-22	·	-2	4
> CCCCn1ccnc1C(=O)c1ccc(S(=O)(=O)N2CCCC2)cc1
→ -6	1.0	8	-2	-3	1	-21	3	0
> CCOc1ccc(N2CC(C(=O)NNC(=O)c3ccc(F)cc3)CC2=O)cc1 (stereo unspecified)
→ -3	-0.2	3	-4	-1	-19	-10	9	-4
> Nc1ccc(-c2nc3c(Cl)c(N)ccc3[nH]2)cc1
→ -19	0.1	10	0	-17	2	-3	1	0
> CC(C)NC(=O)c1ccc(-c2ccc(Cl)c(C(F)(F)F)c2)o1
→ -7	-0.1	0	-5	1	2	-7	0	6
> O=S(=O)(NC(CO)Cc1ccccc1)c1ccc(Br)cc1F (stereo unspecified)
→ -12	1.4	11	-1	·	-18	·	2	-11
> Cc1cccc(N2CC(C(=O)Nc3nnc(SCC(=O)Nc4nccs4)s3)CC2=O)c1 (stereo unspecified)
→ -6	0.7	14	3	-8	1	-12	0	-2
> Nc1nc(Sc2ccc([N+](=O)[O-])c3nonc23)c2[nH]cnc2n1
→ -7	1.4	6	-1	·	-3	·	1	2
> CC(=O)CCSc1ncnc2sc(-c3ccccc3)cc12
→ -4	3.5	4	-2	-10	0	-1	4	5
> COc1ccc2cc(C(=O)N3CCOCC3)sc(=O)c2c1OC
→ -19	0.3	1	-3	0	-6	-6	1	-9
> COC(=O)C(C(=O)OC)C(C)C(C(=O)OC)C(=O)OC
→ 4	-0.2	-2	-3	-27	-3	-2	0	-5
> CCOCC(=O)Nc1nc2ccc(S(C)(=O)=O)cc2s1
→ -17	0.9	5	-1	-11	-3	-4	0	-7
> Cc1cc(C)c(S(C)(=O)=O)c(Oc2ccc(C(C)(C)C)cc2)n1
→ 2	-0.2	0	-4	-6	-9	-7	-1	-7
> S=C(Nc1ccc2c(c1)OCO2)N1CCN(Cc2ccco2)CC1
→ 16	-0.6	0	-1	-4	15	-13	0	1
> Cc1ccc(N=Nc2c(O)[nH]c3ccc(F)cc23)cc1
→ 0	1.1	1	-3	-11	-11	13	1	-13
> COc1cc(/C=N/NC(=O)c2nc(C)cc(C)n2)ccc1O
→ -16	-0.3	7	-1	-4	7	-8	0	3
> c1cnn(Cc2cnc(N3CCOCC3)s2)c1
→ 4	0.1	11	-6	-14	-9	-3	0	11
> Cc1ccc(NCc2nnc(SCC(=O)N(Cc3ccccc3)C(C)(C)C)o2)c(C)c1
→ 0	1.1	-2	-10	-8	-52	-2	4	-13
> Cc1ccc(-c2nc3ccc(Cl)cn3c2Cc2ccsc2)cc1
→ -35	-0.1	5	-5	·	-11	·	1	15
> COCc1cc(CNC(=O)C2CCC(=O)N(Cc3ccccc3F)C2)[nH]n1 (stereo unspecified)
→ 7	-0.2	-3	-2	-8	5	-4	0	10
> COc1ccc(CNS(=O)(=O)c2cc(CN3C(=O)c4cccnc4C3=O)ccc2OC)cc1
→ -14	1.0	10	-2	-11	-17	-23	1	-8
> COC(=O)[C@@H]1[C@@H](C)N(Cc2ccccc2)C(=O)N[C@H]1c1cccc(C(F)(F)F)c1
→ -9	3.6	13	2	-13	-20	-16	6	-9
> Cc1c(C(=O)N2CCCCC2)c(S(=O)(=O)Nc2ccc(F)cc2F)c(C)n1C
→ -5	-0.1	7	-3	-2	-6	-12	1	6
> CN1CCN(S(=O)(=O)c2cccc(C(=O)NC3CCCC3)c2)CC1
→ -3	-0.2	4	-1	-4	-3	-11	1	-4
> Cc1cc(F)ccc1N1CCC(N2CCN(C)C(CCO)C2)CC1 (stereo unspecified)
→ -2	0.4	-1	-5	-4	-1	-10	2	2
> COCCN1C(=O)N[C@@H](c2ccccc2)C(C(=O)OC)=C1C
→ -4	0.2	7	-3	-9	8	-20	0	3
> O=C(NCCN1CCOCC1)c1cccc(Br)c1
→ -12	1.1	3	-4	-1	-1	-8	1	-6
> O=C(OCn1nnc2ccccc2c1=O)C1=COCCO1
→ -1	0.6	2	-3	-14	-8	-2	1	-5
> CC(=O)c1ccccc1NC(=O)c1cc(S(=O)(=O)N2CCOCC2)ccc1N1CCCC1
→ 4	-0.7	-2	-4	7	2	-23	1	4
> COc1ccc(CCC(=O)OCC(=O)NCc2ccc(OC)c(OC)c2)cc1OC
→ -5	1.1	5	-2	-10	-8	3	2	13
> CC(NC(=O)c1ccco1)C(=O)N1CCN(c2cccc(C(F)(F)F)c2)CC1 (stereo unspecified)
→ -5	0.7	8	-2	-11	-11	-18	4	1
> CCOC(=O)c1ccc(NC(=O)N2CCN(Cc3ccccc3)CC2)cc1
→ 0	3.0	0	-9	-8	2	-1	4	-6
> O=C(COC(=O)COc1ccccc1F)Nc1ccc2c(c1)OCO2
→ -3	0.9	7	-5	-4	-20	-8	1	2

Next structures.
Fields: CHRM1 antagonist	CHO-K1 Ca ag	M1 PAM	M1 ag	OXTR potentiator	CHO-K1 Ca antag	CHO parental Ca	M4 ag	CHRM4 antagonist
> O=C(/C=C/c1cccc(Cl)c1)NCCc1ccccc1
→ 0	9.1	2	3	-3	8	-10	0	7
> O=C(CN1C(=O)NC2(CCCC2)C1=O)NCc1ccco1
→ 1	1.0	-1	-3	-8	-14	-3	2	0
> C[C@@H]1CN(C(=O)c2cc(COc3cccc(C(F)(F)F)c3)on2)C[C@H](C)O1
→ -18	3.2	13	-2	-11	-6	-8	4	-3
> CS(=O)(=O)N(Cc1ccccc1)c1ccc(C(=O)N2CCN(c3cccc(Cl)c3)CC2)cc1
→ 3	3.6	1	-4	-11	-1	6	9	15
> CSCC[C@H](NC(=O)COc1ccc(Cl)cc1)C(=O)N1CCC2(CC1)NCCc1[nH]cnc12
→ -9	0.1	3	-5	-8	-20	-20	-1	-21
> CCC(C(=O)NCCCN1CCN(C)CC1)n1nc(C)n2c(cc3occc32)c1=O (stereo unspecified)
→ -9	0.6	2	-9	0	-9	-4	1	2
> Cc1ccc(/C=N/NC(=O)CNC(=O)COc2ccc(Cl)cc2)o1
→ -7	0.3	8	-3	-5	-17	3	2	-1
> COc1cccc(CNCc2cccc(Br)c2)c1OC
→ -4	1.2	5	-13	-4	-10	-16	2	2
> CC(C)NS(=O)(=O)c1ccc(OCC(=O)N2CCc3ccccc3C2)cc1
→ -3	2.1	7	-9	3	0	-20	2	12
> O=C(c1cc(COc2ccc(F)cc2Cl)on1)N1CCc2sccc2C1
→ 7	1.5	-8	-4	-7	-11	-7	2	-3
> CC(NCC(=O)Nc1ccccc1C(=O)NC1CC1)c1ccco1 (stereo unspecified)
→ 0	0.3	-1	-1	·	-3	·	1	-9

Bioassay records deposited in PubChem BioAssay by The Scripps Research Institute Molecular Screening Center.

The order is random. About 2.9% of those tested had a hit in this group.
